# High-throughput results as filed in PubChem BioAssay.
# LDHA inh = inhibitors of human lactate dehydrogenase A | AID 1347041 | 480,000 tested, 0.15% active | P00338 | purified LDHA, NADH/diaphorase-resazurin fluorescence; stronger effect = lower value | activity change, % (values are at about 110 or 230 µM); in the data active means activity change below about -30%; inconclusive means mostly about -25% to -30%;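 further: plate controls were DMSO wells for no effect and wells without enzyme for full effect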
#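 Human LDH5 at 2 nM final in Tris HCl pH 7.4 with 0.06 mM NADH and 0.2 mM pyruvate, reacted 5 minutes at room temperature. Remaining NADH coupled via diaphorase/resazurin; resorufin fluorescence read at 0 and 20 minutes, normalized to enzyme-free and DMSO wells.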
# ERG Ets-DNA blk = blocks human ERG Ets domain binding to DNA. fluorescence polarization, His-ERG Ets domain / labelled DNA. Potency, µM (top dose mostly 76.9 µM), for the others: at the highest dose FP activity, negative = inhibition, most hits filed as inhibitors. 370,000 tested, 0.028% active. AID 624246; active means well fitted inhibition curve with a large enough effect in the polarisation, with a control signal flat; inconclusive means small, poorly fitted or top-dose-only effect, or effect the other way, or a change in a side signal; inactive means no such curve, though single readings can be large or run the other way; the % refers to the polarisation;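 further: polarization taken with two DNA probes labelled with fluorescein and Texas red; potency means the concentration at half of the fitted maximal effect; % of control where 0% means no effect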
#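 His-tagged ERG Ets domain (1 uM in the protein solution; 300mM KCl, 50mM Tris-HCl, 1mM EDTA, 1mM DTT, pH 7.5) received compound, then a probe mix of 5 nM fluorescein-DNA and 100nM Texas-615-DNA. Fluorescence polarization was read for both dyes.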
# ALOX12 inh = inhibitors of human 12S-lipoxygenase ALOX12; P18054; purified 12hLO, xylenol orange hydroperoxide absorbance; Potency, µM (series often up to 108 µM), for inactives: top-dose activity change, negative = inhibition, hits mostly inhibitors; 580,000 tested, 1.1% active; AID 1671190; further: potency means the concentration at half of the fitted maximal effect; on the % scale 0 is the no-effect control and ±100 the full control effect
# Target sequence (P18054 whole entry, looked up): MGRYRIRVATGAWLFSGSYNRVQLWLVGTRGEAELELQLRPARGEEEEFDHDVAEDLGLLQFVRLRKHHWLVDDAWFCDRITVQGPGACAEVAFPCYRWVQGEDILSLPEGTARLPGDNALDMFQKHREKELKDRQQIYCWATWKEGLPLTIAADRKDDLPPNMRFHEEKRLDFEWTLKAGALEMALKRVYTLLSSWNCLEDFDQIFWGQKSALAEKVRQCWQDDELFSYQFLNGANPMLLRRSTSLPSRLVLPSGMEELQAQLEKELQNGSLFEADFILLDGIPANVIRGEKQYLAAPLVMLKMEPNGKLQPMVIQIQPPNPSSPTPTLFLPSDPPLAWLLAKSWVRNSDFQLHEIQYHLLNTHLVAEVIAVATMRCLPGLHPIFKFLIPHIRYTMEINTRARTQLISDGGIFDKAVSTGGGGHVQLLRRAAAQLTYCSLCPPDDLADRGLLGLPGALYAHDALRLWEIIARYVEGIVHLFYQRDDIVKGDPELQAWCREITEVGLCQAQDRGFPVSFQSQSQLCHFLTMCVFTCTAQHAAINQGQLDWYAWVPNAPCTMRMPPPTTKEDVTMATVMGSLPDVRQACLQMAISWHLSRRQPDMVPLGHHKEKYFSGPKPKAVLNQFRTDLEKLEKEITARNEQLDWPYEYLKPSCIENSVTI
#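 Hydroperoxide product was detected by ferrous iron/xylenol orange as the 573 to 405 nm absorbance ratio. Arachidonic acid at 40 uM (final) was turned over for 30 min at room temperature by 150 nM human 12hLO, pH 7.0 Hepes buffer, after 15 min compound preincubation.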
# APE1 inh = inhibitors of human APE1 endonuclease. Potency, µM (top dose mostly 65.8 µM), without a hit: at the highest dose activity change, negative = inhibition, actives largely listed as inhibitors. 350,000 tested, 0.35% active. P27695. recombinant APE1, TAMRA/BHQ-2 abasic DNA cleavage fluorescence. AID 2517;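 further: potency means the concentration at half of the fitted maximal effect; plate controls were vehicle for no effect and reference inhibitor for full effect; nearly all actives have a fitted effect of over 55% in size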
# Target sequence (P27695 whole entry, looked up): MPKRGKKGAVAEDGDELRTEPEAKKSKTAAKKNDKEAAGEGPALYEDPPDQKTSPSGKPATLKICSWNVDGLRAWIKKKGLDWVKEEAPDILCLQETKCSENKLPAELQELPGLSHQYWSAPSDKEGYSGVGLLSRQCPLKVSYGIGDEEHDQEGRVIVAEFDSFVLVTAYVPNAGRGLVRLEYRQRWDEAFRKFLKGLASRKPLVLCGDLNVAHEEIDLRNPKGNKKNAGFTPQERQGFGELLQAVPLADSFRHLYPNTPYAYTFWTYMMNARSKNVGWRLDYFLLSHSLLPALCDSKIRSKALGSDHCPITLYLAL
#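 Kinetic fluorescence read (525 ex/598 em nm, three reads 60 s apart) of AP-site incision; signal = third minus first read. Enzyme 0.75 nM, dual-labelled THF duplex 50 nM, compound preincubation 15 min RT.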
# POLK inh = DNA polymerase kappa (human) inhibition. Q9UBT6. AID 588579. 400,000 tested, 0.53% active. purified Pol kappa, fluorescent DNA synthesis assay, 10 min. Potency, µM (highest dose often 107 µM), for the others: at the top dose activity, negative = inhibition, usual class: inhibitors; further: potency means the concentration at half of the fitted maximal effect; on the % scale 0 is the no-effect control and ±100 the full control effect
#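 Inhibition of 10 nM Pol kappa is measured by a fluorescent read-out at 0 and 10 min following addition of 50 nM substrate (final), with a 15-min room-temperature compound preincubation.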
# POLH inh = blocks human DNA polymerase eta activity | recombinant Pol eta, fluorescent DNA replication assay | 390,000 tested, 1.2% active | Q9Y253 | Potency, µM (highest dose often 114 µM), for inactives: top-dose activity change, negative = inhibition, hits mostly inhibitors; further: potency means the concentration at half of the fitted maximal effect; on the % scale 0 is the no-effect control and ±100 the full control effect
#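 Fluorescent replication assay: 50 nM final substrate added after a 15 min room-temperature compound preincubation with 10 nM enzyme. Signal taken at 0 min and again at 10 min.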
# POLB inh = DNA polymerase beta (human) inhibition. Pol beta primer extension/strand displacement, fluorescence kinetic. AID 485314. P06746. 340,000 tested, 1.3% active. Potency, µM (doses to about 114 µM), for the others: top-dose activity change, negative = inhibition, most hits filed as inhibitors; further: potency means the concentration at half of the fitted maximal effect; on the % scale 0 is the no-effect control and ±100 the full control effect
#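 Reaction started by 50 nM substrate onto compound-treated Pol beta (10 nM, 15 min preincubation, room temperature); plates read at 0 min and 10 min. Normalized concentration-effect data fitted by four-parameter Hill equation.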
# Anesthetic bind = candidate novel general anesthetic via apoferritin binding; P02791; Potency, µM (titrated, usually from 77.5 µM), without a hit: at the top dose activity change, negative = displacement, most hits filed as inhibitors; AID 485281; apoferritin/1-aminoanthracene competitive binding, fluorescence; 350,000 tested, 0.074% active; further: potency means the concentration at half of the fitted maximal effect; on the % scale 0 is the no-effect control and ±100 the full control effect; nearly all actives have a fitted effect of over 20% in size
#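 In PBS, apoferritin at 10 uM is loaded with 1-AMA from a 50% saturated solution. After 10 min of compound exposure at ambient temperature, reduced 535 nm fluorescence indicates probe displacement.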
# RGS4 inh = blocks human RGS4-accelerated GTP hydrolysis. P49798. Transcreener GDP fluorescence polarization, RGS4-accelerated GTP hydrolysis. Potency, µM (top dose mostly 114 µM), for the others: at the top dose activity change, negative = inhibition, usual class: inhibitors. 390,000 tested, 0.039% active; further: potency means the concentration at half of the fitted maximal effect; on the % scale 0 is the no-effect control and ±100 the full control effect; nearly all actives have a fitted effect of over 75% in size; some results filed as inactive show a strong effect at the top dose
#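 MLSMR compounds (23 nl, pin-transferred) preincubated 10 min at room temperature with a 500nM (2x) first reagent, then RGS4 at 900nM (2x) plus Transcreener GDP mix added; fluorescence polarization (620/688 nm) read before and after 90 min at 30 °C.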
# * marks the source's active call; other numbers are inactive results; i = inactive; u = inconclusive; x = not tested or not shown; & = joins results of further samples; [ ] = another dose, or the depositor's remark. Unless noted, the call rests on the fitted dose curve; in most records, active means well fitted curve in the direction sought with a large enough effect; inconclusive means small, poorly fitted or top-dose-only effect, or another doubt; inactive means no such curve, though single readings can be large; an effect the other way counts as inactive or inconclusive. This is a subset. The share of hits here may be higher or lower than overall.
compound | LDHA inh | ERG Ets-DNA blk | ALOX12 inh | APE1 inh | POLK inh | POLH inh | POLB inh | Anesthetic bind | RGS4 inh
CC(=O)Nc1cccc(NC=C(C#N)C#N)c1 | -0.2 | -20.4% | 0.5% | -1.4% | 6.2% | -11.8% | 9.7% | 0.9% | -11.9%[56.9 µM]
Cc1noc2ncnc(NCCc3ccccc3)c12 | -9.8 | 0.1% | -23.9% | x | -13.5% | -3.5% | 2.1% | -9.1% | -10.8%
CC(=O)c1ccc(OCC(O)CN2C(C)(C)CC(O)CC2(C)C)cc1 (centres undefined) | -2.1 | 1.5% | 2.8%[57.4 µM] | -7.7% | -5.1% | -20.3% | 38.9% | 0.7% | -2.3%
O=C(C[C@@H]1C/C=C/CC[C@H](Cc2ccc(F)cc2)C(=O)OCCNC1=O)N[C@H](CO)Cc1ccccc1 | -0.3 | 5.9% | -1.6% | 19.8% | -15.4% | -3.3% | x | x | -5.9%
O=C(CSCc1ccc(C(=O)O)cc1)Nc1ccccc1 | -3.5 | 2.1% | -10.0% | -4.2% | 2.8% | -22.3% | -9.5% | -5.8% | 10.9%
CCOc1ccc(C(=O)NC(=S)Nc2ccccc2N2CCC(C)CC2)cc1[N+](=O)[O-] | -2.6 | 9.3% | 35.5µM* | -7.4% | -0.8% | -15.4% | -4.7% | -13.8% | -22.7%
COc1ccccc1N(CC(=O)NC(C)(C)C)C(=O)CCC(=O)Nc1ccccn1 | -0.3 | 0.1% | 19.7% | 11.4% | 13.6% | -6.0% | 20.7% | -5.2% | -5.3%
CCN(C(=O)CSc1nc2ccccc2n1C)C1CCS(=O)(=O)C1 (centres undefined) | -0.3 | -20.7% | 271.8%[activator] | 22.1% | -3.3% | -6.5% | x | x | -19.2%
CCOC(=O)/C(Sc1nc(-c2ccccc2)cc(-c2ccccc2)c1C#N)=C(\C)O | 2.9 | -8.6% | -8.0% | 6.2% | -1.1% | -18.5% | 14.5% | 2.1% | -52.8%
CCc1cccc(NC(=O)Cn2cc(C=O)c3ccccc32)c1 | -1.8 | 16.9% | -14.9% | 14.2% | 6.6% | -16.3% | 36.8% | -11.1% | 9.1%
O=C(CSc1ccccn1)N/N=C/C=C/c1ccccc1 | -4.4 | 5.2% | 3.3% | -1.8% | -25.5% | 3.4% | u | 5.5% | -2.1%
Cc1cc(C)cc(NC(=O)CCn2c(=O)c3cccn3c3ccccc32)c1 | 0.8 | 6.5% | 5.4% | 16.0% | 3.8% | -10.3% | 5.5% | -6.8% | -6.6%
Cc1cc(C)cc(-n2ccnc2SCC(=O)Nc2nc3ccc(C)cc3s2)c1 | 1.9 | -1.9% | -14.9% | x | -6.5%[60.1 µM] | -19.1% | -17.6% | -9.8% | 6.1%
CCOC(=O)c1nnn(-c2nonc2N)c1CNc1ccc(C)c(Br)c1 | 2.4 | 9.3% | 0.0%[57.4 µM] | -2.2% | -6.5% | -22.4% | -6.6% | -14.9% | -21.2%
CCC1CCCCN1CCCNC(=O)Cn1cnc2sc(C)c(S(=O)(=O)N3CCC(C)CC3)c2c1=O (centres undefined) | -2.0 | -4.4% | -10.2% | 42.7% | -9.1% | -21.0% | 32.9% | -1.0% | -10.1%
CCCCC1CCCOC(C(=O)NCCNCCO)(C(F)(F)F)C1 (centres undefined) | 4.3 | -5.7% | 8.2% | -3.5% | 2.5%&3.8% | -6.8% | x | -11.8% | 9.5%&-5.5%
COc1ccc(/C=N\NC(=O)c2ccccc2[N+](=O)[O-])cc1COc1c(F)c(F)c(F)c(F)c1F | -3.6 | -8.6% | 0.0% | -24.0% | -24.6% | u | -22.3% | u | 12.7%
CCCCSc1nc2c(c(=O)[nH]1)CCC2 | -2.7 | x | -26.3% | -1.3% | 0.8%[60.1 µM] | -4.7% | 16.0% | u | -3.3%
Nc1ccc(S(=O)(=O)NCc2ccccn2)cc1 | -3.4 | 10.4% | u | 34.0% | -1.2% | -12.9% | 28.8% | 1.9% | -8.3%[56.9 µM]
CS(=O)(=O)c1ccc(Cl)c(NC(=O)COC(=O)c2c(Cl)cccc2Cl)c1 | -9.7 | -0.4% | 0.7% | -0.1% | -5.6% | -17.3% | -15.6% | -9.8% | -8.6%
Cc1cccc(NC(=O)CNC(=O)c2ccco2)n1 | -6.0 | -4.4% | 17.9% | 2.6% | -14.1% | -4.2% | x | x | 5.9%
COC(=O)c1cc(CNC(=O)c2ccc(S(=O)(=O)N(C)c3ccccc3)cc2)ccc1OC | -10.0 | x | 10.6% | 0.1% | -12.1% | -5.8% | x | x | 14.4%
Cn1nc(C(=O)Nc2cccnc2)c2ccccc2c1=O | 3.4 | 10.9% | 0.0% | 3.0% | -3.0% | 11.1% | -24.6% | -13.5% | -8.0%
CCn1c(COc2c(C)cccc2C)nnc1SCC(=O)N1CCN(c2ccccc2)CC1 | -3.0 | 6.5% | i | -1.3% | -5.4% | -4.8% | 23.4% | -18.2% | -2.7%
COc1ccc(C(=O)N/N=C(/C)c2cccc(NC(=O)c3ccncc3)c2)cc1OC | -6.8 | 3.1% | 6.0% | 12.0% | u | 12.9% | -14.3% | -5.8% | 24.5%
Cc1nn(-c2ccccc2)c(C)c1NC(=O)COC(=O)c1ccccc1OC(F)F | -8.3 | 1.1% | 0.7% | 12.1% | -3.7% | -2.2% | 23.8% | -2.0% | 25.2%
COc1cc(NS(=O)(=O)c2ccc(NC(=O)c3cccc(F)c3)cc2)nc(OC)n1 | -6.0 | -1.8% | -16.5% | x | -12.4% | -4.7% | 2.4% | -13.7% | -12.6%
Cc1cc(C)nc(N2CCCC(C(=O)NCc3cccc(C(F)(F)F)c3)C2)n1 (centres undefined) | -7.1 | -3.4% | -1.0% | -3.4% | 3.8% | -2.9% | -15.0% | -10.8% | 11.4%
Cc1cc(C(=O)OCC(=O)Nc2ccc(F)c(F)c2F)c(C)o1 | -0.3 | -2.5% | 14.5% | 0.0% | -2.6% | -8.2% | 25.1% | -3.8% | u
O=C(COc1ccc(Cl)cc1)NCc1nnc(SCC(=O)NC2CCCCC2)o1 | -7.9 | -2.4% | 0.0% | 1.7% | -8.3% | -10.7% | -0.3% | -7.4% | 12.4%[11.4 µM]
Cc1ccc(NC(=O)Cn2nc(-c3ccncc3)ccc2=O)cc1Cl | -6.5 | -1.5% | 6.3% | x | -12.4%[60.1 µM] | -11.4% | 5.6% | u | -13.3%
COCCCN1CC(=O)N2C(c3ccccc3)c3[nH]c4ccccc4c3C[C@H]2C1=O (some centres undefined) | -1.2 | 1.3% | 250.2%[activator] | 20.5% | -17.4% | -0.9% | 10.2% | 2.6% | -7.3%
COc1ccc2nc(C3CCCCC3)c3c(c2c1)CCC3 | 0.9 | 18.7% | u | x | 12.2% | -19.6% | x | x | -14.3%
Cc1cccc(C2c3[nH]c4ccccc4c3CCN2C(=O)c2cc(CC(C)C)nc(C)n2)n1 (centres undefined) | 2.9 | 3.4% | -10.8% | -2.7% | 4.4% | -14.3% | 1.2% | u | 15.5%
Cc1cccc(NC(=O)CSCC(=O)Nc2cccc(S(=O)(=O)N3CCCCCC3)c2)c1 | 6.4 | -6.2% | u | -25.8% | -0.1% | -15.4% | x | x | -20.6%
CCOC(=O)c1ccc(NC(=O)CCN2C(=O)C3CC=CCC3C2=O)cc1 (centres undefined) | -6.0 | -1.1% | -10.1% | 36.2% | 1.7% | -16.3% | x | x | -25.9%
O=C(CCC1N=C2c3ccccc3N=C(SCC(=O)Nc3ccc(F)cc3)N2C1=O)NCc1cccs1 (centres undefined) | -7.5 | -1.6% | 7.1% | x | -3.4%[60.1 µM] | -19.2% | -0.8% | -20.0% | -47.1%
Cc1nn(Cc2ccc(Cl)cc2)c(=O)n1N(C)c1ncc(C(F)(F)F)cc1Cl | 3.5 | -4.9% | u | -4.3% | -6.9% | -16.3% | 21.3% | -17.6% | -38.8%
CC(=O)NN1C(=O)c2ccccc2NC1c1ccoc1 (centres undefined) | -0.2 | -23.3% | 17.0% | -0.8% | 4.6% | 2.5% | 2.5% | 51.7%[activator] | -16.9%
CC1c2nc3ccccc3n2C(CC(=O)NCc2ccccn2)C(=O)N1Cc1ccccc1 (centres undefined) | -11.0 | 1.9% | 6.2% | 1.4% | -1.8% | 6.1% | -18.1% | -15.4% | -3.5%
CCOC(=O)CCCNC(=O)COC(=O)/C=C/c1ccc2c(c1)OCO2 | -3.4 | -0.8% | 32.3%[activator] | 11.7% | 4.6% | -14.8% | 3.4% | -7.0% | -4.7%
CCOc1ccccc1NC(=O)Cn1c(=O)n(Cc2cccs2)c(=O)c2cccnc21 | -6.3 | 1.1% | -24.1% | x | 0.7% | -6.0% | 20.9% | 1.4% | 31.2%
O=C(O)c1ccc(Cl)c(S(=O)(=O)NC(Cc2ccccc2)C(=O)O)c1 (centres undefined) | -5.4 | 1.8% | 13.4% | 18.5% | -17.4% | -2.7% | 16.9% | -3.9% | 8.7%
COc1ccc2[nH]c3c(c2c1)CCn1c-3nc2ccccc2c1=O | -5.4 | -11.6% | 2.5% | -3.9% | -3.0% | -0.5% | u | 35.0%[activator] | -44.6%
O=C(Oc1ccc(N2C(=O)CCC2=O)cc1)c1ccccc1 | -7.3 | 6.5% | 0.0% | -0.6% | -18.5% | 8.3% | 31.6% | -12.6% | -18.5%
